Screening data: PubChem, The Scripps Research Institute Molecular Screening Center
MITF primary: inhibitors of human MITF; AID 1259374; AlphaScreen MITF homodimerization, bead proximity signal; hit rate 0.91% among 650,000; inhibition, % at 2.6 µM; in the data active means inhibition above about 50%;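 further: 0% = vehicle wells with protein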
Target sequence (O75030 whole entry, looked up): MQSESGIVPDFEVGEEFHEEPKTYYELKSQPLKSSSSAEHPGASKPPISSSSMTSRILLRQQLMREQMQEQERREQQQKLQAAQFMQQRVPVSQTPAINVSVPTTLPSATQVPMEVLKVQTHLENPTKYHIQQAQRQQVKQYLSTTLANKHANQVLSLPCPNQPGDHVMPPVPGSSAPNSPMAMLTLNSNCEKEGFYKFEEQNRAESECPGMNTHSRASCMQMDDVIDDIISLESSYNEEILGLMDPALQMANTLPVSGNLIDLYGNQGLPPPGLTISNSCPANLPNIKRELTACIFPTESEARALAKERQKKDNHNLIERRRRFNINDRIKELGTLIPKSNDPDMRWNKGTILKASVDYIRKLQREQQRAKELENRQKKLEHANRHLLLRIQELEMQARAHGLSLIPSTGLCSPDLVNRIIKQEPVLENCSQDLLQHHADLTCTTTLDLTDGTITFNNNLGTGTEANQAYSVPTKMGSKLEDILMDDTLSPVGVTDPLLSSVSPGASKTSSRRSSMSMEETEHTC
GPR151 ag: human GPR151 activation; Q8TDV0; PathHunter beta-arrestin GPR151 cells, luminescence; activation, % at 11.2 µM; hit rate 1% among 650,000; AID 1508602; in the data active means activation above about 4.9%;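 further: 0% = median of compound wells and 100% = cells with positive control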
Target sequence (Q8TDV0 whole entry, looked up): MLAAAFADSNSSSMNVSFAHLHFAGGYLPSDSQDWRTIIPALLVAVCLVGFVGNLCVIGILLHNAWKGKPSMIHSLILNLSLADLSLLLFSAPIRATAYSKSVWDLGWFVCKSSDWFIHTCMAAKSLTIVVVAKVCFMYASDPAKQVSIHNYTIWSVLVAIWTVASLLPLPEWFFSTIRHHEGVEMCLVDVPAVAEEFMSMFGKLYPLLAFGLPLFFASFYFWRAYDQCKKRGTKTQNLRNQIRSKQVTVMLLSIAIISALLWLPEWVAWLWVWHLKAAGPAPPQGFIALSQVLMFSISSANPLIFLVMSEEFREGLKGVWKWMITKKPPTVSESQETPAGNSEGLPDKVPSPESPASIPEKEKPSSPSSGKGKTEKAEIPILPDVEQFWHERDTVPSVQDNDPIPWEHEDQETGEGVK
TEAD-YAP block: TEAD-YAP interaction inhibition | hit rate 1.4% among 640,000 | inhibition, % at 9.12 µM | HEK-TIYL cells, TEAD-Gal4/YAP UAS-luciferase luminescence | AID 1259422; in the data active means inhibition above about 32%;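 further: 0% = median of test compound wells and 100% = reference inhibitor wells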
FBW7 act: activators of human E3 ligase FBW7; normalized activity (activation), % at 26.1 µM; Q969H0; hit rate 0.13% among 650,000; AlphaScreen FBW7–phospho-cyclin E peptide binding, activator screen; in the data active means normalized activity above about 1.9%;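 further: purified mutant Fbw7 with reduced substrate affinity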
* hit, by the source's call.

SMILES	MITF primary	GPR151 ag	TEAD-YAP block	FBW7 act
COc1ccc(NC(=O)c2cnn3c(C(F)(F)F)cc(-c4cc(OC)c(OC)c(OC)c4)nc23)c(OC)c1	-6	0.2	1	-0.1
O=C1C2ON(c3ccccc3)C(c3cccs3)C2C(=O)N1c1ccccc1 (centres undefined)	18	0.7	4	0.2
CCn1cc(CN2CCN3C(=O)[C@H](C)N(C)C(=O)[C@H]3C2)c(C)n1	10	-0.4	10	0.2
CN1CCC(=NNC(=O)c2ccc(CN3c4cccc5cccc(c45)S3(=O)=O)cc2)CC1	2	6.0*	1	0.0
COc1ccc2c(c1)c(C#N)c1n2CCN=C1N(C)C	-4	-1.5	-3	0.0
CN(C)c1ccc(CCCNC(=O)NCc2ccccc2)cc1	16	2.7	13	-0.3
COc1cccc(N2C(=O)CC(N3CCN(Cc4ccc5c(c4)OCO5)CC3)C2=O)c1 (centres undefined)	0	0.2	0	0.0
COc1cc(/C=C(\C#N)C(=O)OC(C)C)cc(OC)c1O	-6	0.3	-9	-0.1
C=CCOc1ccccc1C1C(C(=O)Nc2ccccc2C)=C(C)Nc2ncnn21 (centres undefined)	0	1.9	4	0.1
Cc1ccc(CN2CCN3C(=O)[C@H](COCc4ccccc4)NC(=O)[C@H]3C2)c(C)c1	7	-0.8	-9	0.7
CC[C@H](C)[C@@H]1NC(=O)[C@H]2CN(CC3CC3)CCN2C1=O	2	0.0	5	-0.2
CC(=O)C1=C(c2cccs2)N(C(C)=O)n2c(nnc2-c2ccccc2)S1	-8	0.1	9	0.0
Cc1c(C(=O)Nc2cccc(Cl)c2)sc2ncn(CC(=O)Nc3ccc(C(C)C)cc3)c(=O)c12	2	-0.8	3	-0.1
CCOc1ccc(/C=C(\C#N)C(=O)NC(C)CC)c2ccccc12 (centres undefined)	-3	0.5	1	-0.2
COc1ccc(CCNc2nc(-c3ccc(Cl)cc3)cs2)cc1OC	3	1.7	-10	0.0
CC(=O)c1cc(CC(=O)N2CCCC(CCC(=O)NCc3ccc(F)c(F)c3)C2)cs1 (centres undefined)	5	-0.9	-6	0.0
CCOC(=O)c1cnc2c(C)cc(Cl)cc2c1Nc1cccc(C)c1C	8	-1.1	9	0.0
CCCCNC(=O)CCc1nc2cccnc2n1Cc1ccccc1	-8	-0.5	-3	0.0
COc1cccc(CNC(=O)c2c(OC)cc(=O)n3c2CCN(C(=O)C2(C)CC2)CC3)c1	6	0.8	-4	0.0
COCCNC(=O)/C(C#N)=C/c1c(Oc2ccccc2C)nc2ccccn2c1=O	13	-5.3	4	0.1
Cc1nc(N(CCO)C2CCCCC2)c2nnn(Cc3ccccc3)c2n1	4	-0.2	-3	0.1
CC(C)OCCCNCC(O)COc1cccc(Br)c1 (centres undefined)	33	0.6	19	-0.3
Cc1cc(Nc2ccc3c(c2)OCCO3)n2nc(C)nc2n1	9	1.4	17	0.1
CCOc1ccccc1NC(=O)CN(c1ccc(C)cc1)S(=O)(=O)c1c(C)n[nH]c1C	9	1.3	2	-0.1
C=CCNC(=O)COc1c(C)cc(C)cc1C	19	-0.5	-11	0.6
CC1=C(C(N)=O)C(c2ccc(OCc3ccccc3)cc2)NC(=S)N1 (centres undefined)	9	-0.6	7	-0.2
CCOC(=O)c1sc(NC(=O)C(C)Sc2nnc(CNC(=O)c3cccs3)n2-c2ccccc2OC)c(C(=O)OCC)c1C (centres undefined)	-2	-0.5	0	0.6
O=C(CCc1ccccc1)Nc1c2c(nn1-c1ccc([N+](=O)[O-])cc1)CSC2	-1	0.6	-3	-0.2
Cc1ccc(NC(=O)CSc2nc3nc(C)c(Cc4cccc(Cl)c4)c(C)n3n2)cc1Cl	11	0.1	5	-0.3
O=C(NCCc1ccccc1)c1cccc(OC2CCN(Cc3ncc[nH]3)CC2)c1	8	2.3	-8	-0.1
CCOC(=O)C1CCN(CCC(=O)Nc2ccc(C)c(C)c2)CC1	1	0.6	3	-0.1
CC(C)CCNC(=O)CCS(=O)(=O)c1ccc2c(c1)n(C)c(=O)c(=O)n2C	-71	0.4	1	-0.2
COCCn1c(=O)c2c(nc3n2CCCN3CCc2ccc(OC)c(OC)c2)n(C)c1=O	5	0.7	-1	-0.1
CN1CCN(C(=O)c2ccc(-c3nc(Nc4ccccc4)c4ncn(C5CCCCC5)c4n3)cc2)CC1	75*	0.6	-14	0.0
O=C(Nc1ccc2[nH]ncc2c1)[C@@H]1CCCN1C(=O)c1cc2cc(Br)ccc2[nH]1	6	1.3	-8	-0.2
CN(C)CCCNC(=O)/C=C/c1ccccc1Cl	-17	0.2	1	0.1
C=CCn1c2cc(C)sc2c2cnn(CC(=O)OCC)c(=O)c21	22	-0.8	-1	0.0
COc1cc(/C=c2/sc3nc4cc(C)c(C)cc4n3c2=O)ccc1O	11	1.6	10	-0.1
CC(=O)c1ccc(OCCCC(=O)Nc2nc(C)cs2)cc1	-2	-0.7	-2	-0.1
Cc1ccc(N=CC2=C(O)CC(C)(C)CC2=O)c(C)c1	1	0.7	-40	-0.2

Single records, as listed above. Screens in order: MITF primary	GPR151 ag	TEAD-YAP block	FBW7 act
Listed for COCCn1c(=O)c2c(nc3n2CCCN3CCc2ccc(OC)c(OC)c2)n(C)c1=O = 5	0.7	-1	-0.1
Listed for CCOC(=O)C1CCN(CCC(=O)Nc2ccc(C)c(C)c2)CC1 = 1	0.6	3	-0.1
Listed for CC(C)CCNC(=O)CCS(=O)(=O)c1ccc2c(c1)n(C)c(=O)c(=O)n2C = -71	0.4	1	-0.2
Listed for O=C(Nc1ccc2[nH]ncc2c1)[C@@H]1CCCN1C(=O)c1cc2cc(Br)ccc2[nH]1 = 6	1.3	-8	-0.2
Listed for C=CCn1c2cc(C)sc2c2cnn(CC(=O)OCC)c(=O)c21 = 22	-0.8	-1	0.0

Other results.
SMILES	MITF primary	GPR151 ag	TEAD-YAP block	FBW7 act
O=C(CSc1nc2ccsc2c(=O)n1-c1ccccc1)Nc1ccccc1C(F)(F)F	8	-0.7	-11	0.9
CCn1cnc2cc([N+](=O)[O-])ccc2c1=O	-2	-0.7	-2	-0.1
O=C(COc1ccccc1P(=O)(O)O)N(CCc1ccccc1)Cc1ccccc1	-8	2.5	-3	-0.2
CC(C)(CO)NCC#Cc1ccccc1	-10	-0.8	11	-0.1
O=C(Nc1ccccc1)Nc1cc(Cl)ccc1Cl	-8	-0.4	-12	-0.1
CCOC(=O)c1c(NC(=O)c2cc(-c3ccccc3C)nc3ccccc23)sc2c1CCC(CC)C2 (centres undefined)	11	-2.4	-2	0.4
O=C(NCCc1ccc(O)cc1)c1ccc2nc(N3CCc4ccccc4C3)sc2c1	8	0.5	5	-0.1
CCCCOc1ccc(/C=N/NC(=O)CN2C(=O)NC3NC(=O)NC32)cc1 (centres undefined)	10	0.4	10	0.1
CN(Cc1ccc2nsnc2c1)C(=O)CCc1nnc(-c2ccsc2)o1	13	-0.8	-28	0.0
Cc1ccccc1CSCCNC(=O)/C=C/c1ccc2c(c1)OCO2	6	-0.2	-8	0.0
Cc1ccc(C(=O)N2CCN3C(=O)[C@H](CCCCN)NC(=O)[C@H]3C2)cc1F	2	0.6	4	-0.1
COc1cc(NC(=O)CSc2cccc[n+]2[O-])cc(OC)c1	7	0.0	-5	0.9
COc1ccc(NC(=O)C2=NN(c3ccc(OC)cc3)C(=O)CC2)cc1	12	0.0	-1	0.0
COC(=O)c1ccc(OCC(O)Cn2c(C)nc3ccccc32)cc1 (centres undefined)	8	0.1	17	-0.1
COc1ccc2cc(C(=O)NC(C)=O)c(=Nc3ccc(-c4nc5ccc(C)cc5s4)cc3)oc2c1	8	-0.1	-15	0.1
COc1ccc(C2(C#N)CCOCC2)cc1OC	-9	-0.2	-6	-0.4
Cc1ccc(NCN2C(=O)C(=O)c3ccccc32)cc1	8	0.8	-8	0.0
COc1ccc(OC)c(S(=O)(=O)N2CCC(C(N)=O)CC2)c1	2	-0.5	-8	0.7
CN(C)c1ccc(/C=N/Nc2nncc3ccccc23)cc1	3	-3.0	24	0.1
CC(C(=O)OCC(=O)c1ccccc1)N1C(=O)C2C3CCC(C3)C2C1=O (centres undefined)	12	1.1	-2	0.3

Three structures already listed, sorted by SMILES length, lowest first:
SMILES	MITF primary	GPR151 ag	TEAD-YAP block	FBW7 act
COc1cc(NC(=O)CSc2cccc[n+]2[O-])cc(OC)c1	7	0.0	-5	0.9
COc1ccc(OC)c(S(=O)(=O)N2CCC(C(N)=O)CC2)c1	2	-0.5	-8	0.7
COc1ccc(NC(=O)C2=NN(c3ccc(OC)cc3)C(=O)CC2)cc1	12	0.0	-1	0.0

(more compounds)
SMILES	MITF primary	GPR151 ag	TEAD-YAP block	FBW7 act
O=C(COC(=O)C1CCN(S(=O)(=O)c2ccccc2C(F)(F)F)CC1)c1ccc[nH]1	-2	0.0	-4	0.0
C=CCOc1cccc(C(c2c[nH]c3ccccc23)c2c[nH]c3ccccc23)c1	0	3.6	-18	0.0
CC(C)(C)c1ccc(-c2n[nH]c(=S)n2CCCN2CCOCC2)cc1	2	2.8	-4	-0.3
CCc1nc(SCC(=O)Nc2nc3ccccc3s2)c2c(=O)n(C)c(=O)n(C)c2n1	12	-1.3	0	-0.1
COC(=O)C1=C(C)NC(=S)NC1c1ccc(-c2ccc([N+](=O)[O-])cc2C)o1 (centres undefined)	0	-0.5	-3	-0.4
COc1ccc(CCNC(=O)COC(=O)C2=NNC(=O)CC2)cc1	-4	0.9	10	-0.2
CC(C)(C)c1cc(Sc2c(Cl)c(Cl)nc(Cl)c2Cl)cc(C(C)(C)C)c1O	6	1.4	9	0.1
CC(C(=O)Nc1nc(-c2ccccc2)cs1)N1C(=O)CCC1=O (centres undefined)	0	1.3	-1	0.1
Cc1cc(C)c(C(=O)/C=C/c2ccc([N+](=O)[O-])cc2)c(=O)[nH]1	17	-1.1	3	0.0
O=C(CSc1nc2ccsc2c(=O)n1-c1ccc(Br)cc1)NCc1ccccc1	0	0.6	0	0.1
COc1ccccc1NC(=O)/C(C#N)=C/c1ccccc1OC(C)C	6	2.9	-1	0.0
Oc1ccccc1C(Nc1ncccn1)c1ccc2cccnc2c1O (centres undefined)	28	4.2	34*	-0.6
Cc1nc2c(C(=O)NCc3ccccn3)cnn2c(C)c1Cc1ccccc1F	8	-0.3	-6	0.0
Clc1ccccc1-c1nc(Oc2ccccc2)nc2ccc(Br)cc12	10	0.8	-1	0.1
CN1C(=O)Cc2cc(S(=O)(=O)N3CCOCC3)ccc21	10	0.1	2	0.2
Cc1ccc(CNC(=O)c2cnn3c(C)c(Cc4ccccc4)c(C)nc23)cc1	1	-0.2	-9	0.1
C=C(C)CSc1nc(-c2ccccc2)cc(-c2cccs2)c1C#N	1	0.4	-7	-0.3
COc1ccc(-c2csc(NC(=O)c3cc4cc(Br)ccc4oc3=O)n2)cc1	11	-0.6	-13	0.0
Fc1ccc(Nc2nc(OC(C(F)(F)F)C(F)(F)F)nc(N3CCCCC3)n2)cc1	14	1.6	-8	0.2
CCOc1ccc(OCCSc2nc3ccccc3n2CC(O)CO)cc1 (centres undefined)	13	-0.8	3	0.1
O=C(CNC(=O)c1ccccc1)OCC1CCCN2CCCCC12 (centres undefined)	-1	0.0	-6	-0.1
O=C(Nn1c(C2CCCCC2)nc2ccccc2c1=O)c1ccc(Cl)c(Cl)c1	-14	1.8	-4	0.0
CCNc1cc(Nc2cc(OC)c(OC)c(OC)c2)nc(N)n1	25	-1.7	-6	0.2
C=CCCCC1SCCCS1	13	0.3	5	0.1
CCOc1ccc2nc(NCCNS(=O)(=O)c3ccc(F)cc3)c(C#N)cc2c1	-51	-0.1	-6	0.3
COc1ccc(-c2c(C#N)c(SCC(=O)Nc3cccc(Cl)c3)nc(C)c2C(=O)Nc2ccc(Cl)cc2)cc1	4	1.2	-1	-0.2
CC[C@H](C)[C@@H]1NC(=O)[C@@H]2C[C@H](NCc3cnn(-c4ccccc4F)c3)CN2C1=O	8	0.5	13	-0.1
Cc1nc(-n2nnc3ccccc32)c2c3c(sc2n1)CCC3	-5	-1.0	-2	0.0
CC1CCN(CCC(=O)Nc2ccccc2)CC1	0	0.2	-4	0.1
O=S(=O)(N/N=C/c1c[nH]c2ccccc12)c1ccccc1	14	-1.0	14	0.0
CCOc1ccc(NS(=O)(=O)c2cc(NC(=O)CC3CCCC3)ccc2OC)cc1	-3	1.7	28	-0.1
O=C1NC(=O)/C(=C\c2ccsc2)N1	-19	-0.4	-5	0.2
CCOC(=O)CSc1nc2sc3c(c2c(=O)n1-c1ccc(C)cc1)CCC(C(C)(C)C)C3 (centres undefined)	8	-0.5	9	0.0
CCOc1ccccc1C1C2=C(CC(C)(C)CC2=O)Nc2ccccc2N1C(C)=O (centres undefined)	1	1.6	-5	0.0
Cc1ccc(C)c(N(C)S(=O)(=O)c2ccc3[nH]cc(C(=O)N4CCCCCC4)c(=O)c3c2)c1	2	-0.5	3	0.2
CCC(c1nnnn1C(C)(C)CC)N1CCN(Cc2ccccc2)CC1 (centres undefined)	4	6.3*	-9	0.1
O=C(Nc1ccc(-c2nc3ccccc3o2)cc1)c1ccc(NC(=O)c2ccccc2Br)cc1	3	-1.5	-23	0.4
Cc1nc(SCc2ccccc2)c(C#N)c(C)c1C	-6	-1.4	-3	-0.2
CCNC(=O)N1CCC(C(=O)NC(c2ccc(Cl)cc2)c2ccsc2)CC1 (centres undefined)	19	0.3	-6	-0.3
O=C(Nc1ccc(F)c(Cl)c1)/C(=C/c1cccc([N+](=O)[O-])c1)NC(=O)c1ccc(F)cc1Cl	-2	0.6	-2	-0.1
